# Compound activity from PubChem BioAssay.
# RORg inh = inhibitors of mouse ROR gamma transcriptional activity; P51450; Drosophila S2 Gal4-RORgamma UAS-luciferase reporter, 20 h; Potency, µM (highest dose often 53.6 µM), inactives show at the top dose activity change, negative = inhibition, usual class: inhibitors; hit rate 5.4% among 310,000; further: potency means the concentration at half of the fitted maximal effect; on the % scale 0 is the no-effect control and ±100 the full control effect; nearly all actives have a fitted effect of over 60% in size
# Target sequence (P51450 whole entry, looked up, the tested form may be a part): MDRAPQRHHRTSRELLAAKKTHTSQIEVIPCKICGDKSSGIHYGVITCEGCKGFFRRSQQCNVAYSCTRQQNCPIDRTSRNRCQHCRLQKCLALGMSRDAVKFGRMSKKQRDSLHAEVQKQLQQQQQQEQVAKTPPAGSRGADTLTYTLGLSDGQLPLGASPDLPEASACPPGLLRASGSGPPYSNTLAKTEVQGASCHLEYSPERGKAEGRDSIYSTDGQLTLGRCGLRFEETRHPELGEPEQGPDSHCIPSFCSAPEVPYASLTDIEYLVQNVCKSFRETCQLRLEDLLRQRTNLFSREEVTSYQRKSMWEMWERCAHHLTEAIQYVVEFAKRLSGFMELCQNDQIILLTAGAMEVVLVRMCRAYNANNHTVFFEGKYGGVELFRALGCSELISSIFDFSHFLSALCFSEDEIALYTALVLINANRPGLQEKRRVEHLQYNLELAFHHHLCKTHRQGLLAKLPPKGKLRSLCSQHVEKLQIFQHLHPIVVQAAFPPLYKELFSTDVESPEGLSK
#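 Read-out: Photinus luciferase luminescence; inhibitors lower reporter signal. Insect Schneider cells with Gal4-ROR gamma fusion under metallothionein promoter, UAS reporter; 700 uM final copper sulfate induction, 20 hr, ambient temperature.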
# uPA surface inh = blocks generation of uPA at the cell surface | Potency, µM (top dose mostly 38.3 µM), without a hit: at the top dose activity change, negative = inhibition, hits mostly inhibitors | AID 540303 | hit rate 0.31% among 330,000 | cell surface uPA generation assay, qHTS; active means well fitted inhibition curve with a large enough effect; inconclusive means small, poorly fitted or top-dose-only effect; inactive means no such curve, though single readings can be large or run the other way; tested in mouse RAW 264.7 cells; further: potency means the concentration at half of the fitted maximal effect; on the % scale 0 is the no-effect control and ±100 the full control effect; nearly all actives have a fitted effect of over 55% in size
# Coupling enz = counter-screen for Giardia aldolase inhibitors: coupling enzyme system; coupling enzyme system counterscreen, AmpLite Red fluorescence; activity change, negative = inhibition, % at 58.2 µM, hits read low; hit rate 0.67% among 290,000; in the data active means activity change below about -30%; further: on the % scale 0 is the no-effect control and ±100 the full control effect
#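 Final compound at 57.5 uM, incubated 10 min at RT with coupling enzyme reagent (glyceraldehyde-3-phosphate), then 20 min with substrate and AmpLite Red detection. Fluorescence read at 525/598 nm; tests interference with the coupling assay, not aldolase inhibition.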
# Rab9 promoter act = activates the Rab9 promoter; Huh7 Rab9 promoter-luciferase reporter, luminescence, 24 h; Potency, µM (series often up to 9.22 µM), for the others: at the highest dose activation, negative = inhibition, most hits filed as activators; hit rate 2.8% among 320,000; further: potency means the concentration at half of the fitted maximal effect; % of control where 0% means no effect; nearly all actives have a fitted effect of over 60% in size
#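 Stable Rab9-luc Huh7, 1500 cells/well, 2 h settle; cmpd in DMSO, 24 h, 37 °C/5% CO2; luciferase reagent 10 min RT; luminescence.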
# ELG1 genotox = induces genotoxicity in HEK293T cells with luciferase-tagged ELG1; hit rate 1.3% among 330,000; HEK293T ELG1-luciferase reporter, luminescence, 16 h; Potency, µM (doses to about 46 µM), for the others: at the highest dose activity change, positive = activation, actives largely listed as activators; further: potency means the concentration at half of the fitted maximal effect; % of control where 0% means no effect; nearly all actives have a fitted effect of over 60% in size
#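 Quantitative HTS format in 1536-well plates. HEK293T ELG1-luciferase reporter cells receive test compound and are incubated 16 hr at 37 °C, 5% CO2; ONE-Glo added, 30 min room temperature, then luminescence read.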
# Tb PFK inh = blocks T. brucei phosphofructokinase | O15648 | T. brucei PFK, ADP-Glo luminescence | Potency, µM (top dose mostly 57.5 µM), for inactives: at the highest dose activity, negative = inhibition, actives largely listed as inhibitors | hit rate 0.17% among 330,000 | AID 485367;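 further: potency means the concentration at half of the fitted maximal effect; 0% = uninhibited 1x PFK enzyme wells and -100% = no-enzyme wells; nearly all actives have a fitted effect of over 60% in size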
# Target sequence (O15648 whole entry, looked up): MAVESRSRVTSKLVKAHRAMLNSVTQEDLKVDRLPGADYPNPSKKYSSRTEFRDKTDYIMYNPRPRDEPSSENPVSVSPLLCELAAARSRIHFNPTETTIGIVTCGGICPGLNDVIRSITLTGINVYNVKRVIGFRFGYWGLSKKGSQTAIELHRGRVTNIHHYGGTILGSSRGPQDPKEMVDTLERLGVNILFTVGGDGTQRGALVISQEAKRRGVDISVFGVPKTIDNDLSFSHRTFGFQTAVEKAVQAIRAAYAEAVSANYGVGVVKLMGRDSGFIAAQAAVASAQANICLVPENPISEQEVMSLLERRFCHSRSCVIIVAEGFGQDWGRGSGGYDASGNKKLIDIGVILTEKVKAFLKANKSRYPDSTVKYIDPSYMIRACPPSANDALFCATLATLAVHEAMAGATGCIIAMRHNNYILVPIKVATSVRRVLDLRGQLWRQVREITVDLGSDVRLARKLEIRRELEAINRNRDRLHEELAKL
#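 Compounds were pin-transferred as a titration series up to 57 uM into substrate buffer (0.5 mM F6P, 0.1 mM ATP, pH 8.0), then 1.25 nM PFK was added and reactions ran 45 min before ADP-Glo detection.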
# FLuc counter = inhibits or activates purified firefly luciferase, miR-21 counter-screen; Potency, µM (titrated, usually from 57.5 µM), for inactives: top-dose activity change, negative = inhibition, usual class: inhibitors; hit rate 6.9% among 360,000; P08659; purified FLuc, Km substrates, luminescence inhibition;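 further: potency means the concentration at half of the fitted maximal effect; plate controls were vehicle for no effect and reference inhibitor for full effect; nearly all actives have a fitted effect of over 55% in size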
#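 Purified P. pyralis luciferase, 10 nM final, with Km-level 10 uM D-luciferin and 10 uM ATP in 50 mM Tris acetate pH 7.5, 10 mM Mg acetate, 0.01% Tween-20, 0.05% BSA; 6-point qHTS titration about 60 µM downward; luminescence read.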
# KCNH2 3.1 inh = blocks the human KCNH2 3.1 channel isoform | AID 720553 | activity change, % (tested at about 1.8 µM) | U2OS KCNH2 3.1, thallium flux FluxOr; stronger effect = lower value | hit rate 0.95% among 340,000;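 active means maximum activity change below -70%; inconclusive means maximum activity change from -70% to -50%; inactive means maximum activity change above -50%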;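 further: thallium influx rate constant from kinetic fluorescence after stimulation buffer; on the % scale 0 is the no-effect control and ±100 the full control effect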
#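 Channel expression came from 3.1 mutant virus (1.77 x 10^8 /mL) applied to suspended U2OS cells for 4 h. Flux was tracked with FluxOr dye plus Red40 quencher, and kinetic rate constants normalized to controls.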
# Giardia killer = Giardia lamblia killing; Giardia lamblia trophozoite viability; activity change, % at 7.66 µM, hits read low; hit rate 0.15% among 340,000; AID 540267; in the data active means activity change below about -80%; inconclusive means between about -30% and that limit;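 further: parasites exposed to compound for two days anaerobically before the ATP read; on the % scale 0 is the no-effect control and ±100 the full control effect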
#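 Viability, read as ATP luminescence: trophozoites at 100 cells/well, compound added, 48 hrs anaerobic at 37 deg C, then 15-30 min room-temperature development before reading.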
# NPC1 promoter act = activators of NPC1 promoter; Huh7 NPC1 promoter luciferase reporter, 24 h; Potency, µM (doses to about 9.22 µM), for inactives: at the top dose activation, usual class: activators; hit rate 2.4% among 320,000; AID 485313;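 further: potency means the concentration at half of the fitted maximal effect; % of control where 0% means no effect; nearly all actives have a fitted effect of over 60% in size; reporter is driven by a mutant NPC1 promoter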
#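 Luciferase expression driven by the NPC1 promoter was measured in stably transfected Huh7 cells after a 24 h compound incubation, using a luciferase reagent and a luminescence read.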
# VP16 counter = inhibits Gal4-VP16 luciferase reporter, ROR gamma counter-screen | Drosophila S2 Gal4-VP16 UAS-luciferase, luminescence, 20 h | Potency, µM (highest dose often 53.6 µM), without a hit: top-dose activity, negative = inhibition, hits mostly inhibitors | hit rate 3.5% among 310,000 | AID 2546;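 further: Gal4-VP16 expression switched on by copper sulfate through the metallothionein promoter; potency means the concentration at half of the fitted maximal effect; on the % scale 0 is the no-effect control and ±100 the full control effect; nearly all actives have a fitted effect of over 50% in size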
# * marks the source's active call; other numbers are inactive results; ? = inconclusive; nt = not tested or not shown; [ ] = dose if it differs, or a comment. Unless noted, the call rests on the fitted dose curve; in most records, active means well fitted curve in the direction sought with a large enough effect; inconclusive means small, poorly fitted or top-dose-only effect, or another doubt; inactive means no such curve, though single readings can be large; an effect the other way counts as inactive or inconclusive. Rows are unselected; 14% or so of the library scored in one or more.
SMILES,RORg inh,uPA surface inh,Coupling enz,Rab9 promoter act,ELG1 genotox,Tb PFK inh,FLuc counter,KCNH2 3.1 inh,Giardia killer,NPC1 promoter act,VP16 counter
CSCCC(NC(=O)c1ccccc1)C(=O)NCC(C)(C)N1CCOCC1 (stereo not given),nt,-3%,nt,-4%,-2%,5%,1%,-2,?,0%,nt
COC(=O)C1=C(C)N(c2ccc(OC)cc2)C(=O)/C1=C\c1cccs1,21%,-1%,1,-2%,0%,-2%,-2%,-9,-11,-5%,-2%
O=C(CSc1nnc(SCc2ccccc2)s1)N/N=C/c1ccc(Cl)cc1Cl,4%,1%,1,-3%,5%,0%,0%,-5,5,1%,-5%
COc1ccc(/C(C)=N/Nc2cc(C(F)(F)F)ccc2Cl)c(OC)c1,23%,nt,-7,-6%,-4%,2%,3%,nt,nt,-4%,-5%
COc1cc(CN(C)C)cc(C=O)c1O,-6%,-6%,2,1%,-4%,-10%,2%,4,-8,-1%,-7%
Cc1cc(NC(=O)CN2C(=O)NC3(CCCCC3)C2=O)ccc1N1CCCC1,nt,2%,nt,-2%,2%,-2%,8%,-5,2,-3%,nt
COc1ccc(Cl)cc1C(=O)OCC(=O)NCc1cccs1,nt,1%,nt,3%,3%,-4%,-1%,22,3,0%,nt
Cc1nn(-c2ccccc2)c(C)c1C(=O)OCc1ccc(C#N)cc1,?,-16%,2,15%,-2%,-3%,?,13,-18,-2%,7%
CCOC(=O)c1cc2sccc2n1CC(=O)N1c2ccccc2CC1C (stereo not given),-2%,-4%,2,-1%,7%,0%,-2%,2,-8,0%,?
COc1cc(NC(=S)N2CCCC(CO)C2)c(OC)cc1Cl (stereo not given),6%,6%,0,-6%,2%,-9%,2%,nt,2,-2%,1%
NC(=O)Cn1ccc(O)c(Cc2ccc(Cl)cc2Cl)c1=O,9%,16%,2,-7%[1.84 µM],0%,-1%,-2%,-19,15,-13%,-3%
Cc1cc(C)c(C#N)c(SCC(=O)Nc2cc(C)on2)n1,nt,-4%,nt,nt,18µM*,-2%,nt,-9,-15,nt,nt
Cc1cccc(N2CCN(c3nc4ccccc4n4cnnc34)CC2)c1C,-21%,0%,-2,-12%,1%,-1%,-3%,-29,-10,-5%,14%
Fc1ccc(OCCCCCN2CCCC2)cc1,7%,-3%,-1,-7%,0%,-1%,-1%,-98*,-7,-3%,-4%
COc1ccccc1NCC(=O)Nc1cc(S(=O)(=O)N2CCOCC2)ccc1N1CCOCC1,-12%,2%,1,3%,1%,2%,-3%,-29,-7,-4%,1%
COc1ccc(S(=O)(=O)c2nnn(-c3cccc(OC)c3)c2N)cc1,20%,-4%,-1,-4%,-2%,1%,2%,-11,-8,-3%,6%
COC(=O)c1cc(COC(=O)c2ccc3ccccc3n2)oc1C,14%,-2%,-7,-3%,2%,-3%,-15%,-19,6,2%,-4%
Cc1nn(C(=O)c2ccco2)c(C)c1Sc1ccc([N+](=O)[O-])cc1,-4%,1%,2,7%,4%,-1%,1%,-9,-17,0%,7%
CCC(CC)C(=O)Nc1nc(-c2ccc3c(c2)CCN3C(=O)C2CC2)c(C)s1,-22%,-9%,-3,-3%,-28%,1%,3%,-1,-18,-2%,-21%
COC(=O)c1ccc2c(c1)NC(=O)C(N1CCCC1)S2 (stereo not given),-4%,nt,-1,0%,1%,0%,-1%,9,8,-1%,-2%
COc1ccc(NS(=O)(=O)c2ccc3[nH]c(=O)[nH]c3c2)cc1OC,11%,1%,-2,-7%,-11%,0%,2%,6,-10,1%,-10%
COC1=C(N2CCOCC2)C(=O)c2ccccc2C1=O,5%,0%,-31*,4%,-7%,10%,-3%,5,13,0%,9%
CSc1nc(-c2ccccc2)nn1C(=O)c1ccc(Cl)cc1,25%,1%,-3,12%,4%,1%,-17%,-2,-11,8%,6%
Cc1cccc(CCNC(=O)C2CCCN(c3cnccn3)C2)c1 (stereo not given),8%,6%,2,1%,-5%,1%,-1%,-1,5,-2%,-3%
COc1ccccc1N1CCN(C(=O)COc2ccc(Cl)cc2Br)CC1,13%,-7%,1,4%,-13%,-1%,-10%,-18,-21,-5%,-3%
CCOc1ccc(CCNC(=O)COC(=O)Cc2ccc(OC)c(OC)c2)cc1OCC,nt,-3%,nt,0%,4%,1%,-1%,-28,30[activator],-10%,nt
Cc1cccc(NS(=O)(=O)c2cccc([N+](=O)[O-])c2)n1,6%,8%,0,-3%,-1%,0%,4%,7,-5,-7%,0%
COC(=O)c1cccnc1Oc1ccccc1,-9%,-6%,3,-15%,-1%,-6%,-7%,-2,8,-1%,2%
CCCC(=O)NC(=S)Nc1cccc2c(O)cccc12,13µM*,0%,-5,-4%,-3%,-7%,-2%,7,-16,-3%,?
CCOC(=O)C1CCCN(S(=O)(=O)c2cc3c(cc2Cl)NC(=O)CO3)C1 (stereo not given),-11%,-4%,3,-1%,-9%,0%,0%,0,2,0%,-3%
NCc1c(O)ccc2ccccc12,0%,nt,-3,9%,-4%,-16%,4%,nt,nt,0%,-5%
O=C(c1ccccc1)c1ccc(Cn2cc(CCCO)nn2)cc1,?,-29%,3,-13%,6%,8%,-1%,4,14,-11%,13µM*
Cc1cccc(OCC(=O)NCc2nnc3ccc(C(F)(F)F)cn23)c1C,nt,-2%,nt,3%,2%,-4%,-1%,4,14,-3%,nt
CCCOc1ccc(N2C(=O)CC(SC(=NCC)Nc3cccc(F)c3)C2=O)cc1 (stereo not given),8%,6%,6,1%,8%,5%,2%,-17,0,-1%,-6%
COc1cc(C)ccc1OCCCOc1ccccc1Cl,-32%,11%,nt,3.5µM*,?,0%,6.7µM*,7,-2,2.8µM*,-9%
COc1ccccc1C(=O)N1CCNC(=O)C1CC(=O)Nc1cccc(C)c1 (stereo not given),30%,9%,-1,-2%,0%,-3%,2%,5,8,-2%,-5%
O=[N+]([O-])c1ccc(COc2ccc(Br)cc2CN2CCOCC2)cc1,15%,5%,-11,-10%,-6%,-2%,-10%,-90*,8,-2%,-2%
O=C(c1nnc(Cc2ccc(Cl)cc2)o1)N1CCOCC1,8%,16%,-3,-1%,0%,-12%,-19%,7,6,-1%,2%
CC(=O)NC(Cc1ccc(F)c(F)c1)C(=O)NC1CCN(S(=O)(=O)c2ccc(C)cc2)CC1 (stereo not given),9%,2%,0,4%,0%,1%,-2%,-4,-6,0%,17%
CCN1CCN(c2ccc(NC(=O)CCc3c(C)nc4c(-c5ccc(F)cc5)c(C)nn4c3C)cc2)CC1,2%,-4%,-3,1%,11%,-4%,-4%,-3,-1,-8%,4%
O=C1OC(c2ccccc2)=N/C1=C\N1CCCCC1,-2%,-24%,2,3.5µM*,?,-3%,9.5µM*,2,14,2.8µM*,0%
CN(C)C(=S)NC(=O)C12CC3CC(C)(CC(C)(C3)C1)C2,5µM*,1%,0,-1%,-6%,-6%,1%,-8,-6,-4%,22µM*
O=C(Nn1cnc2ccccc2c1=O)c1ccccc1[N+](=O)[O-],7%,-3%,2,9%,3%,-6%,-7%,9,9,3%,6%
Cc1cccc(OCC(O)CN2CCOCC2)c1 (stereo not given),?,11%,1,2%,-1%,-2%,-3%,-3,4,5%,4%
O=C1CC(Cc2ccc(Cl)cc2)C(=O)N1c1cc(Cl)ccn1 (stereo not given),5%,15%,0,-9%,-10%,-1%,1%,-10,17,-6%,-2%
CC(Sc1ccc(Cl)cc1)C(=O)Nc1ccccc1C(=O)N1CCOCC1 (stereo not given),-30%,-4%,1,16%,0%,0%,3%,-7,6,-3%,11%
COc1cccc(OCCOCCOc2ccc(C)cc2[N+](=O)[O-])c1,-6%,-1%,3,1%,1%,-1%,0%,7,5,-5%,1%
O=C(CCC(=O)N1CCCc2ccccc21)N1CCN(S(=O)(=O)c2ccccc2)CC1,-8%,-1%,0,-6%,-6%,2%,4%,-23,-10,-2%,-1%
Cc1c(C)c2c(OCC(=O)NCC(=O)NCC(=O)O)cc3c(c2oc1=O)CCC(C)(C)O3,6%,0%,0,0%,-3%,13%,-8%,7,-12,-6%,-2%
Cc1ccc(C(=O)N/N=c2\oc3ccccc3cc2C(N)=O)cc1,-12%,-1%,1,-4%,-5%,16%,-2%,-28,6,-6%,-6%
CC(C(=O)Nc1ccc([N+](=O)[O-])cc1Cl)N1CCN(S(=O)(=O)c2cccs2)CC1 (stereo not given),nt,-16%,nt,-4%,1%,0%,4%,-49,15,0%,nt
COc1ccc(NC(=O)c2cc(OC)c(OC)c(OC)c2Br)cc1OC,16%,2%,2,-11%,-3%,-1%,-1%,27,-1,-5%,2%
COc1cccc(C(=O)NCCCNC(=O)c2cccnc2)c1,9%,2%,1,-2%,-3%,2%,-1%,1,11,1%,0%
Cc1cccc(N(C(=O)c2csnn2)C(C(=O)NC(C)(C)C)c2ccncc2)c1 (stereo not given),-5%,-11%,5,-3%,1%,1%,3%,12,-7,-3%,6%
